CBFb-RUNX1 inh = blocks binding between human CBF-beta and RUNX1. Q01196+Q13951. AlphaScreen CBFb-His/RUNX1-biotin binding, biochemical. Potency, µM (highest dose often 59.8 µM), without a hit: top-dose activity, negative = inhibition, actives largely listed as inhibitors. 230,000 tested, under 10 active; further: % of control where 0% means no effect
Target sequence (Q01196 whole entry, looked up): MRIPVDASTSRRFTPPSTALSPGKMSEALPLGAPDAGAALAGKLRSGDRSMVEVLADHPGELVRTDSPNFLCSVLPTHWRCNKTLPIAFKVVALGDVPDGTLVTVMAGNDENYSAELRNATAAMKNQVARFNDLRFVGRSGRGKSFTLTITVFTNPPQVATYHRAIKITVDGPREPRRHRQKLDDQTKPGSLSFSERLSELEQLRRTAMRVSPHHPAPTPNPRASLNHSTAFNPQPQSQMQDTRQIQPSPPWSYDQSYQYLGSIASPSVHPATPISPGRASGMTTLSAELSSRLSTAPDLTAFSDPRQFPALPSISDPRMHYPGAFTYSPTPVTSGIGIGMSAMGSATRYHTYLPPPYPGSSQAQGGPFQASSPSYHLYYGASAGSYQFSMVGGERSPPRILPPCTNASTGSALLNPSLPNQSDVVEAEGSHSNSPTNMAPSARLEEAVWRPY
Target sequence (Q13951 whole entry, looked up): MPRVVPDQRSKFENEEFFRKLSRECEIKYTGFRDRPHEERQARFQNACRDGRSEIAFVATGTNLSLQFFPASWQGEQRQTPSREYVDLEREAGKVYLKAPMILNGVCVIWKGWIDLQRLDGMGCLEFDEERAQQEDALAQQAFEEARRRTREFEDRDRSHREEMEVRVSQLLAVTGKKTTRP
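CBF-beta (His) and RUNX1 (biotin), 30 nM each; 20 min preassociation; + compound, 15 min; + beads 50 ng each (Ni, streptavidin), 90 min; RT; AlphaScreen read.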
Epigenetic reg = regulators of epigenetic silencing causing reporter derepression in mouse cells; actives 0.2% (n = 280,000); murine LDR cells, GFP reporter derepression, 30 h; Potency, µM (titrated, usually from 53.9 µM), inactives show at the top dose GFP activation, actives largely listed as activators; further: potency means the concentration at half of the fitted maximal effect; % of control where 0% means no effect; nearly all actives have a fitted effect of over 60% in size
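In this reporter-derepression format, murine cells bearing a silenced integrated CMV-GFP locus incubate with test compound (30 h, 37 C), then are washed and imaged; fluorescent objects of 20–120 um count as induced cells.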
TRb-SRC2 inh = inhibitors of human thyroid hormone receptor beta-SRC2 interaction | P10828 | TRbeta-SRC2 peptide binding, fluorescence polarization; receptor liganded with 1 µM T3 | Potency, µM (titrated, usually from 106 µM), for the others: at the highest dose activity change, negative = inhibition, most hits filed as inhibitors | actives 0.065% (n = 280,000) | AID 1469;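 further: potency means the concentration at half of the fitted maximal effect; plate controls were bound peptide for no effect and peptide without receptor for full effect; nearly all actives have a fitted effect of over 50% in size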
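Compounds were added to 0.6 uM TRb ligand-binding domain and 20 nM Texas Red-labeled SRC2 peptide in Tris buffer containing 1 uM T3, incubated 5 hr at ambient temperature, then read by fluorescence polarization.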
Tau fibril FP = tau fibrillization inhibition (FP); K18 P301L tau heparin fibrillization, Alexa594 FP, 6 h; Potency, µM (top dose mostly 57.7 µM), inactives show top-dose activity, negative = inhibition, most hits filed as inhibitors; actives 0.39% (n = 280,000); further: potency means the concentration at half of the fitted maximal effect; on the % scale 0 is the no-effect control and ±100 the full control effect; nearly all actives have a fitted effect of over 55% in size
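K18 P301L tau (15 uM unlabeled/0.24 uM Alexa 594-labeled, final) + compound + heparin 20 uM final; 100 mM NaOAc pH 7; 6 hr 37 C; ThT 30 uM final added, 1 hr RT; FP ex 555/em 632 nm.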
Tau fluor counter = counter-screen for tau fibril formation inhibitors; Potency, µM (titrated, usually from 57.7 µM), for inactives: at the highest dose activity change, negative = decrease; actives 0.93% (n = 280,000); tau K18 P301L (four-repeat tau fragment) Alexa594 fluorescence, heparin fibrillization; AID 1463; further: potency means the concentration at half of the fitted maximal effect; on the % scale 0 is the no-effect control and ±100 the full control effect; nearly all actives have a fitted effect of over 55% in size
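Human K18 P301L tau (15 uM unlabeled plus 0.24 uM Alexa 594-labeled, final) in 100 mM sodium acetate pH 7 was mixed with compound and 20 uM heparin and incubated 6 hr at 37 C.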
NPSR antagonist = antagonists of human neuropeptide S receptor cAMP signaling | actives 1% (n = 220,000) | Potency, µM (titrated, usually from 38.3 µM), for inactives: at the top dose activity change, negative = inhibition, usual class: inhibitors | CHO-NPSR cells, cAMP TR-FRET, antagonist mode; further: potency means the concentration at half of the fitted maximal effect; on the % scale 0 is the no-effect control and ±100 the full control effect; nearly all actives have a fitted effect of over 50% in size; many of its hits are not listed in these tables
GLA spleen mod = inhibitors or activators of human alpha-galactosidase in spleen homogenate; AID 2107; actives 0.008% (n = 240,000); P06280; human spleen homogenate, 4MU-alpha-Gal fluorescence, 40 min; Potency, µM (doses to about 80 µM), without a hit: at the highest dose activity change, negative = inhibition, usual class: inhibitors;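 further: potency means the concentration at half of the fitted maximal effect; 0% = enzyme with vehicle and -100% = no enzyme basal signal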
Target sequence (P06280 32-429 limits assumed): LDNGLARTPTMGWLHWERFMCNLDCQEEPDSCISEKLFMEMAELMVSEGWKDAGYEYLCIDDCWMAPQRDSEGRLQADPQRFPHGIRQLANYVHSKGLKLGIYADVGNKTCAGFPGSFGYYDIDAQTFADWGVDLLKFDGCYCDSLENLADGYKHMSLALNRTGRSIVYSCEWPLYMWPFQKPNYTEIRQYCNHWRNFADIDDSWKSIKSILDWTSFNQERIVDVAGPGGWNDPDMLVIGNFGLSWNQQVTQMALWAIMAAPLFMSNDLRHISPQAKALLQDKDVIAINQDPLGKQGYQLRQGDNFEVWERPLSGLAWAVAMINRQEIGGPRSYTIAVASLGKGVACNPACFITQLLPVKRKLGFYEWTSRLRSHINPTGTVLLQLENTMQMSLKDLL
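Human spleen homogenate (1 ug) was the enzyme source, with 4-methylumbelliferyl-alpha-D-galactopyranoside (1 mM final) in pH 5.0 citrate buffer with 0.01% Tween-20. Compounds were titrated; after 40 min at 37C, NaOH/glycine stop, 4-MU fluorescence read; AC50 from Hill fits.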
TR SRC2 fluor cs = Texas Red fluorescence interference in TRb-SRC2 counter-screen; TRb/SRC2 Texas Red total fluorescence interference; Potency, µM (top dose mostly 106 µM), without a hit: at the highest dose fluorescence change, negative = quenching; actives 0.29% (n = 280,000); active means well fitted curve in either direction with a large enough effect; inconclusive means small, poorly fitted or top-dose-only effect; further: potency means the concentration at half of the fitted maximal effect; on the % scale 0 is the no-effect control and ±100 the full control effect
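Flags fluorescent or light-absorbing compounds by total fluorescence, S + 2P, at 555 nm excitation and 632 nm emission. Mixture: 20 nM Texas Red SRC2 peptide, 0.6 uM human TRb LBD, 1 uM T3, 5% DMSO; compound exposure 5 h at ambient temperature.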
An asterisk follows results filed as active; ? = inconclusive; . = not tested or not shown; & = joins results of further samples; [ ] = dose if it differs, or a comment. Unless noted, the call rests on the fitted dose curve; in most records, active means well fitted curve in the direction sought with a large enough effect; inconclusive means small, poorly fitted or top-dose-only effect, or another doubt; inactive means no such curve, though single readings can be large; an effect the other way counts as inactive or inconclusive. A portion of the library. The share of hits here may be higher or lower than overall.

SMILES	CBFb-RUNX1 inh	TRb-SRC2 inh	Tau fluor counter	Epigenetic reg	GLA spleen mod	NPSR antagonist	Tau fibril FP	TR SRC2 fluor cs
COC(=O)c1ccc(CNC(=O)COC(=O)C2CC3C=CC2C3)cc1 (stereo not given)	1%	1%	7%	0.0%	-5%	2%	9%	3%
Cc1nc(CSc2ccc(Cl)cc2)cc(NCc2ccccc2)n1	1%	1%	-16%	-3.0%	-6%	-21%[46.1 µM]	10%	-1%
CN1CCN(/C=N/c2c(C#N)cnn2C)CC1	1%	-14%	-1%	-1.1%	-10%	9%[46.1 µM]	-3%	-4%
COc1ccc(/C=C2/N=C(SCC(=O)Nc3cc(C)on3)N(c3ccccc3)C2=O)cc1	6%	4%	2%	0.0%	1%	7%	-9%	-17%
CC(C)CCNC(=O)c1ccc2c(SCC(=O)O)c3c(nc2c1)CCCC3	5%	-10%	-8%	1.1%	4%	1%	11%	-1%
COc1cc2c(cc1NC(=S)Nc1cccc3ccccc13)oc1ccccc12	?	4%	?	-1.0%	-2%	-1%[46.1 µM]	-7%	-2%
O=C(CCN1C(=O)c2cccc3cccc(c23)C1=O)Nc1ccccc1	8%	5%	0%	-1.1%	-2%	31%	-9%	2%
CC(=Nc1ccc(O)cc1)c1sc2ccccc2c1O	?	-2%	?	-2.2%	2%	-21%[46.1 µM]	13%	0%
O=C(NCC(c1ccco1)N1CCN(c2ccccc2)CC1)c1ccc2c(c1)OCO2 (stereo not given)	-1%	-1%	-17%	-0.1%	-1%	-28%	1%	0%
COc1ccccc1C(=O)OCC(=O)c1cccc([N+](=O)[O-])c1	-7%	-8%	-8%	-1.5%	-4%	13%	3%	-1%
CC(NC(=O)c1ccccc1)c1nc2ccccc2n1Cc1ccc(C#N)cc1 (stereo not given)	2%	-3%	-8%	-1.0%	4%	-11%[46.1 µM]	0%	-4%
CC(C)Cn1c(N)c(C(=O)CSc2nnnn2C)c(=O)n(C)c1=O	1%	-7%	1%	-2.0%	-2%	-7%[46.1 µM]	0%	0%
O=[N+]([O-])c1cccc(-c2nnc(CNC3CC3)o2)c1	7%	8%	-9%	0.9%	-6%	-1%	8%	-3%
N[C@@H](Cc1ccc(O)c(I)c1)C(=O)O	8%&-4%	3%&1%	-7%&-3%	1.1%&-0.2%	3%&5%	-3%	3%&-6%	-5%&-1%
CC(CCc1ccccc1)NC(=O)C(=O)NCCO (stereo not given)	1%	1%	-2%	-2.1%	-1%	-10%[46.1 µM]	-4%	-3%
COCCNC(=O)C(=O)NCC(c1cccnc1)N1CCN(c2ccccc2F)CC1 (stereo not given)	.	3%	1%	2.8%	.	.	-1%	7%
Cc1ccc(S(=O)(=O)NNc2nc3ccccc3nc2C(F)(F)F)cc1	-8%	-9%	-23%	-0.8%	14%	-21%[46.1 µM]	-16%	-4%
CC1CCCCC1NC(=O)COC(=O)c1ccc(S(=O)(=O)NCc2ccco2)cc1 (stereo not given)	-14%	-19%	-7%	-5.6%	1%	-10%[46.1 µM]	2%	-2%
Cc1ccc(-c2[nH]c3ccccc3c2SCCNC(=O)c2ccc(S(=O)(=O)N(C)C)cc2)cc1	.	4%	?	0.1%	.	.	8%	-4%
Cc1ccc(-c2nnn(CC(=O)N(Cc3ccco3)C(C(=O)NC(C)(C)C)c3cccs3)n2)o1 (stereo not given)	4%	0%	-8%	5.8%	9%	-5%[46.1 µM]	1%	-3%

Three records drawn at random from those above:
SMILES	CBFb-RUNX1 inh	TRb-SRC2 inh	Tau fluor counter	Epigenetic reg	GLA spleen mod	NPSR antagonist	Tau fibril FP	TR SRC2 fluor cs
N[C@@H](Cc1ccc(O)c(I)c1)C(=O)O	8%&-4%	3%&1%	-7%&-3%	1.1%&-0.2%	3%&5%	-3%	3%&-6%	-5%&-1%
CC(C)Cn1c(N)c(C(=O)CSc2nnnn2C)c(=O)n(C)c1=O	1%	-7%	1%	-2.0%	-2%	-7%[46.1 µM]	0%	0%
CC(CCc1ccccc1)NC(=O)C(=O)NCCO (stereo not given)	1%	1%	-2%	-2.1%	-1%	-10%[46.1 µM]	-4%	-3%

(further entries)
SMILES	CBFb-RUNX1 inh	TRb-SRC2 inh	Tau fluor counter	Epigenetic reg	GLA spleen mod	NPSR antagonist	Tau fibril FP	TR SRC2 fluor cs
CCn1c2ccccc2c2cc(CN3CCN(Cc4ccccc4F)CC3)ccc21	.	-6%	-25%	-1.6%	.	.	0%	4%
O=C(NC1CCCCC1)c1ccc2c(=O)n(CC3CCCO3)c(=O)[nH]c2c1 (stereo not given)	4%	-6%	-8%	0.8%	?	1%[46.1 µM]	1%	0%
Nc1ccc(C(=O)c2cccs2)cc1[N+](=O)[O-]	1%	8%[53 µM]	-14%	0.0%	6%	18%	0%	-1%[53 µM]
CC(C)C(=O)Nc1sc2c(c1C#N)CCCCC2	8%	9%	-15%	2.4%	4%	7%[46.1 µM]	-7%	4%
O=S(=O)(c1cccs1)N1CCc2ccccc21	15%	-4%	-15%	2.2%	-4%	?	-15%	0%
O=c1[nH]c(CN2CCN(C/C=C/c3ccccc3)CC2)nc2cc(Cl)ccc12	6%	-2%	-15%	0.0%	9%	-8%[46.1 µM]	-1%	-2%
Cc1ccc(-n2nc(CO)c(C(=O)NC(C)c3ccccc3)n2)cc1C (stereo not given)	.	2%	-7%	1.7%	.	.	-2%	-1%
Cc1ccc2oc(-c3ccc(NC(=O)c4cccc(F)c4)c(C)c3)nc2c1	.	-5%	-3%	-0.8%	.	.	-12%	2%
COc1ccc(S(=O)(=O)Nc2ccc3oc4ncccc4c(=O)c3c2)cc1OC	6%	3%	12%	-1.0%	-3%	-17%	-12%	-9%
COC(=O)N/N=C/c1ccc(-c2cc(Cl)ccc2Cl)o1	2%	-3%	-15%	1.1%	7%	-11%[46.1 µM]	-13%	-4%
COc1ccc(-n2c(SCC#N)nnc2-c2ccc(NS(=O)(=O)c3ccc(C)cc3)cc2)cc1	-7%	1%	-22%	-5.7%	-8%	?	0%	2%
CCCNC(=O)C1CCN(c2cc(-c3ccccc3)nc3ncnn23)CC1	0%	-2%	3%	2.1%	-1%	13%	2%	-1%
COC(=O)/C(=C/Nc1cccc2ccccc12)[N+](=O)[O-]	1%	10%	?	1.3%	-1%	-31%[46.1 µM]	3%	0%
N#Cc1c(N)n(CCOC(=O)c2cccc([N+](=O)[O-])c2)c2nc3ccccc3nc12	-2%	5%	?	-1.1%	14%	?	-12%	-3%
CCOC(=O)/C(=C\c1ccc(OC(F)F)cc1)C1=Nn2c(nnc2-c2ccc(Cl)cc2)SC1	2%	3%	-13%	?	0%	10µM*	-13%	0%
CC1CC(C)CN(c2nc3c(c(=O)n(C)c(=O)n3C)n2CCSc2ncccn2)C1 (stereo not given)	-2%	1%	-5%	3.6%	-7%	-5%[46.1 µM]	-1%	-1%
C=CCNC(=O)/C(=C\C=C\c1ccccc1)NC(=O)c1ccc(OCCCC)cc1	-8%	-4%	-11%	-0.9%	-12%	-19%[46.1 µM]	11%	-5%
CS(=O)(=O)N1CCN(C2Cc3ccccc3C2)CC1	3%	-5%	-9%	-5.1%	1%	3%[46.1 µM]	-4%	1%
COC(=O)c1ccc(-c2ccc(OC)c([C@H]3[C@H]4C=CC[C@@H](C)[C@@H]4C(=O)N3Cc3ccccc3)c2)cc1	9%	-5%	-9%	0.0%	2%	-42%	-1%	-1%
CCS(=O)(=O)c1ccc2c(c1)NC(=O)C(CCO)O2 (stereo not given)	-1%	-5%	-2%	-3.1%	11%	-8%	-13%	-1%
CS(=O)(=O)c1ccc(C(=O)NC2CCCCC2)cc1	2%	1%	-5%	1.0%	-16%	10%[46.1 µM]	-8%	0%
CCOCCn1c(COc2ccc(C)cc2)nc2ccccc21	7%	-4%	-3%	5.2%	-2%	-16%	-2%	-1%
COc1ccc(-n2c(Cc3cccn3C)nnc2SCC(=O)Nc2ccc3c(c2)OCCO3)cc1	-4%	-5%	9%	5.6%	13%	-26%[46.1 µM]	11%	-4%
COc1ccc(NCc2nnc(SCC(=O)Nc3ccccc3OC)o2)cc1	-8%	-2%	-17%	0.1%	4%	-6%[46.1 µM]	8%	-2%
NC(=O)C1CCN(CC(=O)Nc2ccccc2N2CCOCC2)CC1	7%	8%	-3%	2.1%	1%	14%	0%	1%
Cc1c(C2=CCN(S(=O)(=O)c3ccc(Br)cc3)CC2)c2ccccc2n1CC(=O)N1CCCC1	.	4%	-3%	-1.7%	.	.	-3%	0%
CC(=O)Nc1cc(C)c2nc(NC(C)=O)sc2c1	4%	1%	14%	-1.4%	3%	13%	-2%	-2%
CCCn1c(CN(C)Cc2ccccc2)nc2c1c(=O)n(C)c(=O)n2C	4%	4%	1%	-1.0%	-2%	6%[46.1 µM]	5%	-2%
O=C(Oc1ccc(/C=N/Nc2ccccc2)cc1)c1ccccc1	-3%	1%	?	5.1%	-13%	-9%[46.1 µM]	7%	1%
Nc1ccc(-n2ccnc2)cc1	2%	1%	3%	-1.0%	15%	4%[46.1 µM]	0%	2%
CN1CCN(c2ccc([N+](=O)[O-])cc2/C=N/NC(=O)c2cccc([N+](=O)[O-])c2)CC1	2%	0%	?	2.9%	5%	-26%	6%	-3%
N#CCCN(Cc1ccccc1)C(=S)Nc1ccc(F)cc1	25%	-3%	-20%	3.4%	-13%	18%	-9%	-3%
N#C/C(=N\O)c1nc2ccccc2[nH]1	11%	4%	-9%	2.0%	4%	9%	-1%	-3%
CCc1ccc(NC(=O)Cc2csc(COc3cccc(C)c3)n2)cc1	.	3%	-14%	-0.8%	.	.	1%	2%
O=C(c1cc(-c2ccccn2)nc2ccc(Cl)cc12)N1CCN(CCc2ccccc2)CC1	-2%	1%	-5%	1.1%	2%	2%	8%	-2%
